# Source: PubChem BioAssay (Sanford-Burnham Center for Chemical Genomics)
# SENP7 block – SENP7 protease inhibitors, primary screen, biochemical, luminescence, uHTS | Sentrin-specific protease 7 (Homo sapiens), Q9BQF6 | recombinant SENP7, Z-RLRGG-aminoluciferin luminescence, 40 min | inhibition, % at 5 µM | 330,000 tested, 1.5% active | AID 434973, 2010;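 active = inhibition above about 50% at the single test dose, limit read from the data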;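 note: plate controls were DMSO with enzyme for no effect and no enzyme buffer wells for full effect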
# Target sequence (Q9BQF6 706-1050 limits assumed): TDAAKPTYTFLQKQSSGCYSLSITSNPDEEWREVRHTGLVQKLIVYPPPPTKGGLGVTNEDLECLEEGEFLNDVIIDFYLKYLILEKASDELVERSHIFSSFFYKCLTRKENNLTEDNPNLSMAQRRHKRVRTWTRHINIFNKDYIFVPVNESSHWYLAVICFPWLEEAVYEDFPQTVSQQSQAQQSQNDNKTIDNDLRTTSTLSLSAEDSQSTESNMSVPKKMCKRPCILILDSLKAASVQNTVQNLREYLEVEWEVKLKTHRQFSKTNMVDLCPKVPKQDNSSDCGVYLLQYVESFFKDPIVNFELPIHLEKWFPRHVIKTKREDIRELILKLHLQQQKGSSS
# HKDC1 inh – HKDC1 hexokinase inhibitors, primary screen, biochemical, fluorescence, uHTS; 340,000 tested, 0.16% active; recombinant HKDC1, G6PDH/diaphorase resazurin coupled fluorescence; Q2TB90; inhibition, % at 20 µM;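 active = inhibition above about 35% when tested at 20 µM, limit read from the data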;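 note: plate controls were DMSO wells with enzyme for no effect and DMSO wells lacking enzyme for full effect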
#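 Test system: recombinant HKDC1 (HK5) hexokinase enzyme, produced in-house / Doses: 20 µM test compound, 1% DMSO / Timing: 90 min, room temperature / Detection: G6PDH/diaphorase-coupled fluorescence, 1 mM NADP, 100 µM resazurin, 525/613 nm / Control set: DMSO wells with and without enzyme mix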
# SENP6 inh – SENP6 protease inhibitors, primary screen, biochemical, luminescence, uHTS; Recombinant SENP6 catalytic domain, aminoluciferin luminescence; inhibition, % at 10 µM; 330,000 tested, 1.8% active; AID 2599, 2010;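 active = inhibition above about 50% at the single tested dose, limit read from the data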;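 note: plate controls were DMSO wells with enzyme for no effect and DMSO wells lacking enzyme for full effect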
# SENP8 inh – human SENP8 protease inhibitors, primary screen, biochemical, fluorescence, Nedd8 protein substrate, uHTS. 360,000 tested, 0.64% active. Sentrin-specific protease 8 (Homo sapiens), Q96LD8. recombinant SENP8. inhibition, % at 20 µM; in the data active = inhibition mostly above about 40%, no sharp cut-off; inactive = mostly below about 27%
# Target sequence (Q96LD8 whole entry, looked up): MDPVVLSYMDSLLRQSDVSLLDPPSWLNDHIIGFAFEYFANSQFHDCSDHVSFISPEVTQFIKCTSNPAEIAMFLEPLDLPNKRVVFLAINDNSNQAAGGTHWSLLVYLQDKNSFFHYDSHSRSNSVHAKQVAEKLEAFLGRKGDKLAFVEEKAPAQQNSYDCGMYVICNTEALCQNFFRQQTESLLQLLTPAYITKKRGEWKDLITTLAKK
# ATG4B inhibitor – ATG4B protease inhibitors, primary screen, biochemical, fluorescence, uHTS; Cysteine protease ATG4B (Homo sapiens), Q9Y4P1; AID 504462, 2011; 340,000 tested, 0.51% active; inhibition, % at 8.33 µM; ATG4B cleavage of LC3-PLA2, NBD-HPC fluorescence, 1 h; in the data active = inhibition above about 40%
# Target sequence (Q9Y4P1 whole entry, looked up): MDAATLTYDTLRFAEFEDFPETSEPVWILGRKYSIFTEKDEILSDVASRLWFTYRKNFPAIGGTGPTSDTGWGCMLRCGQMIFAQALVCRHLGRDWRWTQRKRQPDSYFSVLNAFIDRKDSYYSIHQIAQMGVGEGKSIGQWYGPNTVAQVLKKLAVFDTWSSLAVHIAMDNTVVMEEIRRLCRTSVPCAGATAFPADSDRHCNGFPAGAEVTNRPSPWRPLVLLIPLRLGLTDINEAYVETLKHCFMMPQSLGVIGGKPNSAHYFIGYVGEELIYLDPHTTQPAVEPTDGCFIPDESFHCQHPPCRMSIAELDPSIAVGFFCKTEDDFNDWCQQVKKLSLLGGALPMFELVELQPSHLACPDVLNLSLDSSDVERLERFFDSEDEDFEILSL
# PfG6PD inh – PfG6PD enzyme inhibitors, primary screen, biochemical, fluorescence intensity, uHTS; PfGluPho enzyme, NADPH resazurin-diaphorase fluorescence; inhibition, % at 20 µM; 350,000 tested, 0.78% active; AID 504690, 2011;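 active = inhibition reaching at least a set limit at 20 µM in the primary screen, cut at about 59% in these data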;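 note: 0% = DMSO wells with substrate and 100% = DMSO wells lacking glucose-6-phosphate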
# NR3A LBD binder – binders of NR3A ligand-binding domain, primary screen, biophysical, differential scanning fluorimetry, uHTS; 340,000 tested, 2.5% active; Tm shift relative to glycine control, % at 25 µM; NR3A LBD differential scanning fluorimetry, Tm shift; 0% = protein alone, 100% = glycine-bound protein;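 active = melting temperature shift of at least 10% of the positive control shift, at one fixed dose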
# MPTP inh – mitochondrial permeability transition pore inhibitors, primary screen, biochemical, isolated mouse mitochondria, absorbance. Ca2+ swelling absorbance, 30 min. inhibition, % at 10 µM. 360,000 tested, 1.4% active;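 active = inhibition of 50% or more, scaled per plate between neutral and stimulator controls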;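 note: 0% = DMSO wells given calcium and 100% = 1 mM EGTA wells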
# An asterisk follows results filed as active; i = inactive; / = no result given. This is a random part of the collection; any-hit rate near 6.9%.
1	CC(Oc1ccc(C#N)cc1)C(=O)Nc1ccc(-n2cnnn2)cc1 (configuration not stated)
2	C/C(CC1CC(COCCC(C)C)OC1=O)=N\NC(N)=S (configuration not stated)
3	CC(NC(=O)COc1cccc(Br)c1)C(=O)O (configuration not stated)
4	Cc1ccnc(N2CCC(C(=O)NNC(=O)c3ccncc3)CC2)n1
5	COCCCNC(=O)c1cc2c(=O)n3cccc(C)c3nc2n(C(C)C)c1=N
6	Cc1cc(C)cc(NC(=O)CSc2ccc(-c3ccccn3)nn2)c1
7	COc1cccc(-c2c(C#N)c(SC)nc3cc(C)nn23)c1
8	COc1ccc(CCCC(=O)N/N=C\c2cccs2)cc1
assay / entry,1,2,3,4,5,6,7,8
SENP7 block,-8,9,-3,7,-1,5,6,-6
HKDC1 inh,-3,5,-6,-12,-7,7,-7,-4
SENP6 inh,-8,21,-8,-22,-13,-7,-3,-20
SENP8 inh,-7,16,12,-84,i,7,-12,9
ATG4B inhibitor,-1,3,5,2,-9,4,-8,-7
PfG6PD inh,7,-15,-16,-13,-10,-10,0,27
NR3A LBD binder,1,1,1,-1,-1,2,6,-1
MPTP inh,-0.7,3.3,0.4,-1.2,3.7,0.2,1.9,0.3

9	CCN(CC(=O)Nc1ccccc1OC)C(=O)CSCC(=O)Nc1cccc(C)c1
10	N/C(=N\c1nc2ccccc2o1)NC(=O)c1cccc(Cl)c1
11	CC(OCC(O)CN(C)CCOc1ccccc1)c1ccc(Cl)cc1 (configuration not stated)
12	Cc1ccccc1C(=O)NC(=S)NCc1ccccc1
13	Cc1ccc(CNc2nc(C)cs2)cc1
14	Cc1cccc2c1OCC/C2=N\NC(=O)COc1ccccc1Cl
15	O=C(Nc1cnn(Cc2ccc(Cl)cc2Cl)c1)c1noc2c1CCCC2
16	CO/N=C(\c1nonc1N)N1CCN(c2ccc([N+](=O)[O-])cc2Cl)CC1
assay / entry,9,10,11,12,13,14,15,16
SENP7 block,/,4,10,-8,10,73*,-1,-4
HKDC1 inh,-9,0,-3,-1,2,19,7,2
SENP6 inh,/,-19,-5,3,26,-41,4,-14
SENP8 inh,2,-23,15,16,13,-216,13,9
ATG4B inhibitor,-13,0,-9,21,-2,-4,6,-8
PfG6PD inh,15,-9,5,0,-5,15,34,8
NR3A LBD binder,-1,3,1,-1,1,4,-14,-4
MPTP inh,-2.5,0.6,-1.4,-0.3,0.1,-1.0,0.8,14

17	CCc1ccc(C(=O)NCc2cccs2)s1
18	CCC(=O)N(c1ccc(C(=O)O)cc1)c1nc(-c2ccc(OC)cc2)c(C)s1
19	CC(=O)N(c1ccc(C)cc1)c1nc(C)cc(C)c1C#N
20	Cc1cc(Oc2cc(N)cc([N+](=O)[O-])c2)ccc1Cl
21	CCCC(C)NC(=O)CSCc1ccc(OC)cc1 (configuration not stated)
22	CC1CCN(C(=O)c2ccccc2NC(=O)Nc2ccccc2)CC1
23	O=C(Nc1cccc(Cl)c1)C1=CC=CN2CCS(=O)(=O)N=C12
24	CSc1nc2ccccc2c(=O)n1C1CCCCC1
assay / entry,17,18,19,20,21,22,23,24
SENP7 block,-18,1,2,2,-4,4,5,3
HKDC1 inh,-12,-1,-6,-10,-7,-8,-7,5
SENP6 inh,-9,-4,-17,12,-10,2,5,-5
SENP8 inh,23,11,16,20,-5,5,-51,15
ATG4B inhibitor,-2,2,10,-2,-3,12,1,12
PfG6PD inh,-2,-14,-6,5,-4,-16,-6,-2
NR3A LBD binder,-1,-1,-1,-4,1,3,-1,1
MPTP inh,-1.5,-1.3,1.5,0.1,0.4,0.7,-0.7,-1.1

# In a second layout: 5 of the compounds above
No.	smiles	SENP7 block	HKDC1 inh	SENP6 inh	SENP8 inh	ATG4B inhibitor	PfG6PD inh	NR3A LBD binder	MPTP inh
18	CCC(=O)N(c1ccc(C(=O)O)cc1)c1nc(-c2ccc(OC)cc2)c(C)s1	1	-1	-4	11	2	-14	-1	-1.3
24	CSc1nc2ccccc2c(=O)n1C1CCCCC1	3	5	-5	15	12	-2	1	-1.1
20	Cc1cc(Oc2cc(N)cc([N+](=O)[O-])c2)ccc1Cl	2	-10	12	20	-2	5	-4	0.1
22	CC1CCN(C(=O)c2ccccc2NC(=O)Nc2ccccc2)CC1	4	-8	2	5	12	-16	3	0.7
21	CCCC(C)NC(=O)CSCc1ccc(OC)cc1 (configuration not stated)	-4	-7	-10	-5	-3	-4	1	0.4

# Going on with the list.
25	COC(=O)c1sc2nc[nH]c(=O)c2c1C
26	O=C(O)C1CCN(S(=O)(=O)c2ccc(N3CCCC3C(=O)O)c([N+](=O)[O-])c2)CC1 (configuration not stated)
27	O=C(NC(NC(=S)Nc1c(Cl)cccc1Cl)C(Cl)(Cl)Cl)c1cccc([N+](=O)[O-])c1 (configuration not stated)
28	CCCN(CCC)S(=O)(=O)c1cc2c(cc1Br)CCN2C(=O)CC
29	CCOC(=O)c1ccc(NC(=O)NNS(=O)(=O)c2cc(OC)ccc2OC)cc1
30	O=C(NCc1nnc(SCC(=O)N2CCN(c3ccccc3)CC2)o1)c1c(F)cccc1Cl
31	CC(=O)C1C(=O)CC(c2ccc(Cl)cc2)CC1=O (configuration not stated)
32	CC(C)(C)CC(C)(C)N=C1NS(=O)(=O)c2cc([N+](=O)[O-])ccc21
assay / entry,25,26,27,28,29,30,31,32
SENP7 block,-5,5,6,/,6,0,10,4
HKDC1 inh,3,-4,7,9,-2,4,7,-3
SENP6 inh,-18,5,-16,/,-5,-13,4,36
SENP8 inh,-84,6,20,1,4,15,34,22
ATG4B inhibitor,-2,-9,1,7,-4,-6,-6,-5
PfG6PD inh,-5,8,-7,28,6,-22,-6,10
NR3A LBD binder,1,-1,9,-1,2,-3,2,-2
MPTP inh,-0.6,-2.2,73*,-0.8,-0.8,-1.4,1.9,3.2

33	COc1ccc(CN2C(=O)c3cccnc3C2=O)cc1S(=O)(=O)N1CCCC(C)C1 (configuration not stated)
34	CS(=O)(=O)Nc1nnc(SCC(=O)Nc2cccc([N+](=O)[O-])c2)s1
35	COc1ccc(-c2cc(C(F)(F)F)n3nc(C(=O)N4CCOCC4)nc3n2)cc1
36	CCOC(=O)Nc1cc(C)c(Cl)cc1OC
37	CCOc1cccc(C(=O)N2CCCCC2c2cccnc2)c1 (configuration not stated)
38	CC(=O)Nc1ccc(NC(=O)Cc2ccc(-c3ccccc3)cc2)cc1
39	COc1ccc(-c2cc(=O)oc3cc(OCC(=O)NCCCn4ccnc4)ccc23)cc1
40	CCOc1ccc(N(CC(=O)OC)S(=O)(=O)c2ccc(OC)c(OC)c2)cc1
assay / entry,33,34,35,36,37,38,39,40
SENP7 block,0,1,/,-13,-8,-16,9,-11
HKDC1 inh,-3,-6,-4,-1,2,-6,2,-5
SENP6 inh,-6,2,/,-16,-17,-10,-7,-25
SENP8 inh,3,2,-443,14,18,-4,3,14
ATG4B inhibitor,4,-1,0,10,-5,-5,-13,-12
PfG6PD inh,-10,-15,4,7,-3,2,-5,-13
NR3A LBD binder,-3,0,-1,1,1,-1,-4,1
MPTP inh,-0.5,-0.4,0.0,-1.1,0.4,0.7,2.8,7.0

41	COCCn1c(C(C)C)nc2ccccc21
42	Cc1ccc(NC(=O)CCn2cc(C(F)(F)F)ccc2=O)cc1
43	CC1CCC(NC(=O)CCS(=O)(=O)c2ccc3c(c2)NC(=O)C(C)S3)CC1 (configuration not stated)
44	COC(=O)c1ccccc1NC(=O)N1CCN(C/C=C/c2ccccc2)CC1
45	COc1ccc(Cl)c(N2CCN(CCCNC(=O)Nc3ccc(C)cc3)CC2)c1
46	COc1ccccc1CCC(=O)Nc1ccc(S(=O)(=O)Nc2cc(C)nc(C)n2)cc1
47	COc1ccc(OC)c(NC(=O)COC(=O)C2CCCCC2)c1
48	O=C(CCC(=O)NNC(=O)c1ccc(Cl)cc1Cl)NCc1ccccc1
assay / entry,41,42,43,44,45,46,47,48
SENP7 block,-3,-3,-3,-5,0,11,-4,-4
HKDC1 inh,-3,-1,-3,-4,-9,1,4,-4
SENP6 inh,-40,-38,9,5,-12,-16,-2,-2
SENP8 inh,13,8,20,-31,19,2,11,22
ATG4B inhibitor,-7,0,-9,-4,6,-3,1,0
PfG6PD inh,0,3,-6,8,-8,-16,1,-1
NR3A LBD binder,2,-4,-3,0,2,2,0,1
MPTP inh,1.4,1.2,1.5,1.0,80*,-0.2,-1.1,0.4

49	COc1ccc(Cl)cc1NC(=O)N1CCC(C)CC1
50	CN(C)C(=O)c1ccc(-c2n[nH]c(=O)c3ccccc23)cc1
51	C=C1CCN([C@@H](Cc2ccccc2)C(=O)NC2CCN(Cc3ccccc3)CC2)S(=O)(=O)c2ccccc21
52	COc1cc2c(C#CCCO)c(-c3ccsc3)oc(=O)c2cc1OC
53	Cc1ccc(-c2csc3nc4ccc(C(=O)NCCO)cc4c(=O)n23)cc1
54	S=C(NNc1cccc(Cl)c1)NC1CCCCC1
55	Cc1ccccc1Nc1ncnc2c1cnn2Cc1ccccc1
56	Cc1cc(C)c(O)c(-c2n[nH]c3c2C(c2cccc(O)c2)N(Cc2ccco2)C3=O)c1 (configuration not stated)
assay / entry,49,50,51,52,53,54,55,56
SENP7 block,-3,4,11,-13,8,-7,-3,2
HKDC1 inh,12,-7,-3,2,-2,0,1,-2
SENP6 inh,2,-6,-10,-5,-19,0,-13,-15
SENP8 inh,10,7,12,-311,i,49*,22,15
ATG4B inhibitor,-8,5,3,-29,3,-9,-1,-16
PfG6PD inh,38,-9,-8,13,-1,26,-7,-10
NR3A LBD binder,-2,-2,-2,0,-1,-2,-1,0
MPTP inh,1.7,-1.9,1.2,-2.1,-0.3,3.1,0.5,8.9

57	COc1cccc(CN2C(=O)C(C)N(C(=O)c3c(F)cccc3F)c3ccccc32)c1 (configuration not stated)
58	CC(=O)NC(=S)Nc1ccccc1F
59	Cc1nn(-c2ccccc2)c(Cl)c1/C=C(\C#N)C(=O)NC(C)C
60	Cc1nc(NCc2ccc3c(c2)OCO3)c2nnn(Cc3ccccc3)c2n1
61	COc1ccc(S(=O)(=O)NNC(=O)Cc2csc(C)n2)cc1[N+](=O)[O-]
62	CC(C)Cn1cnc2c(Sc3c([N+](=O)[O-])ncn3C)nc(N)nc21
63	CCCCCn1c(CNC(=O)COC)nc2ccccc21
64	COc1ccc(NC(=O)N2CCN(CCC#N)CC2)cc1
assay / entry,57,58,59,60,61,62,63,64
SENP7 block,9,-2,-2,-5,5,/,2,3
HKDC1 inh,-1,-2,-4,2,1,1,-3,1
SENP6 inh,-15,-3,-3,-11,-8,/,4,-6
SENP8 inh,18,23,3,25,9,9,32,21
ATG4B inhibitor,-2,2,-13,-2,-3,-4,-9,-7
PfG6PD inh,-2,-11,6,-13,-18,12,5,0
NR3A LBD binder,-2,0,0,1,-1,0,1,1
MPTP inh,-0.6,1.1,0.0,-0.6,-0.7,-0.1,-1.1,0.6

# Whole records, quoted from the list.
# Record of `Cc1nn(-c2ccccc2)c(Cl)c1/C=C(\C#N)C(=O)NC(C)C` : SENP7 block: -2; HKDC1 inh: -4; SENP6 inh: -3; SENP8 inh: 3; ATG4B inhibitor: -13; PfG6PD inh: 6; NR3A LBD binder: 0; MPTP inh: 0.0
# Record of `CC(=O)NC(=S)Nc1ccccc1F` : SENP7 block: -2; HKDC1 inh: -2; SENP6 inh: -3; SENP8 inh: 23; ATG4B inhibitor: 2; PfG6PD inh: -11; NR3A LBD binder: 0; MPTP inh: 1.1
